OX1R antag: blocks the human orexin 1 receptor; AID 434989; hit rate 0.43% among 330,000; inhibition, % at 5 µM; CHO/OX1R cells, Fluo-8 calcium fluorescence, orexin A; O43613;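 active = inhibition above its plate's threshold, mean inhibition of all tested compounds on the plate plus 3 SD, cut at about 37% in these data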;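 also: 0% = orexin A challenge wells and 100% = SB-334867-A antagonist wells; not every result past the cut was called active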
Target sequence (O43613 whole entry, looked up): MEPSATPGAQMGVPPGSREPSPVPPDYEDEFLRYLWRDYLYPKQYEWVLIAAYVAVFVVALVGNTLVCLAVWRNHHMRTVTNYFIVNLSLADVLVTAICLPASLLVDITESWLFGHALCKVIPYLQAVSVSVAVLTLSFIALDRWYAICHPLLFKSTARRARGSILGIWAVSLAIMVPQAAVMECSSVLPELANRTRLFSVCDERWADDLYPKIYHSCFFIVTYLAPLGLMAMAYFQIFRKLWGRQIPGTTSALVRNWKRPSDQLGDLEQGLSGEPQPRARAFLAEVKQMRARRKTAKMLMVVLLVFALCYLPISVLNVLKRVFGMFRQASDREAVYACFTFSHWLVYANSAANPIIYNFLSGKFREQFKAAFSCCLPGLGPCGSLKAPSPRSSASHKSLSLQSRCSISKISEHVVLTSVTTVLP
CHT allo act: allosterically activates the human high affinity choline transporter. hit rate 0.49% among 310,000. Q9GZV3. B-score at 10 µM. CHT-expressing cells, membrane potential dye, choline EC20; hits give high values; LV-AA mutant CHT in HEK293 cells;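 active = initial fluorescence not abnormally high and integrated response B-score, plate-corrected, over 3 SD above library mean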
Target sequence (Q9GZV3 whole entry, looked up): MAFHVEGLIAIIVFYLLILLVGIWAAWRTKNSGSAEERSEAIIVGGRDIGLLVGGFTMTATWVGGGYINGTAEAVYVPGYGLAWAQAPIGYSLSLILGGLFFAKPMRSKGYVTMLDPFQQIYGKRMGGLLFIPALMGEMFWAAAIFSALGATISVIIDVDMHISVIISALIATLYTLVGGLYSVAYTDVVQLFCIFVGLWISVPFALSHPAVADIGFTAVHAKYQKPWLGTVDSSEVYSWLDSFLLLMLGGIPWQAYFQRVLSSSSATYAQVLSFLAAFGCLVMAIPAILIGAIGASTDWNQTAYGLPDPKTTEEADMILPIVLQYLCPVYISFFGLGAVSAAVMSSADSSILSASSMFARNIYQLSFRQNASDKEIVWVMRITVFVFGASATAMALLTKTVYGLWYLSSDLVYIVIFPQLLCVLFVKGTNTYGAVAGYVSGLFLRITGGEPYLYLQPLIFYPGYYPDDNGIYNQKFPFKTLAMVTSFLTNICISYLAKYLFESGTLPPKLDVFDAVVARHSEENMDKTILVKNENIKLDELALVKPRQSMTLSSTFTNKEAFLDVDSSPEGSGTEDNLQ
Starred values were filed as active, the others as inactive; i = inactive; · = not tested or not shown. Hits appear at their usual frequency; about 0.8% have a hit in one of these screens.

SMILES | OX1R antag | CHT allo act
N#Cc1ccsc1NC(=O)CN1CCN(c2ccccc2)CC1 | -21 | i
O=C(C1CC1)N1CCN=C1SCc1cccc(F)c1 | -14 | i
CSCCC(NS(=O)(=O)c1ccc(Cl)cc1)C(=O)OCc1c(Cl)cccc1Cl (stereo unspecified) | -8 | i
O=[N+]([O-])c1ccc(CN2CCN(c3ccccc3Cl)CC2)o1 | -18 | i
C#CCOCCOCCOCCNc1nc(N2CCN(C(=O)CCCCCCCCCCNC(=O)[C@H](CCCCN)n3cc(C)nn3)CC2)nc(N2CCN(C(=O)CCCCCCCCCCNC(=O)[C@H](CO)n3cc(CCCSC)nn3)CC2)n1 | -1 | 7.2*
COc1ccc(OC)c(NC(=O)c2nnn(Cc3ccc(Br)cc3F)c2N)c1 | -11 | i
CC(=O)Nc1ccc2c(c1)ncn2-c1ccccc1 | 9 | i
Cc1cc(C(=O)Nc2c(C)nn(Cc3ccc(F)cc3)c2C)on1 | -15 | i
CCOC(=O)N1CCN(C(=O)c2oc3ccc(S(=O)(=O)N4CCOCC4)cc3c2C)CC1 | -16 | i
Cc1cc(C)n2nc(SCc3cccc(F)c3)nc2n1 | -13 | i
Cc1ccc(N(C(=O)Cn2nnc(-c3ccccc3)n2)C(C(=O)NC2CCCCC2)c2ccccn2)cc1C (stereo unspecified) | -23 | i
COc1cc(CN2CCC(CO)(CCOc3ccccc3)CC2)cc(OC)c1OC | -37 | i
CSc1ncc(Cl)c(C(=O)Nc2nnc(SC)s2)n1 | 6 | i
CC(Sc1nnc(COc2ccc(Cl)cc2)n1Cc1ccco1)C(=O)N1CCNC1=O (stereo unspecified) | -28 | ·
CCN(CC)S(=O)(=O)c1ccc(NCCCn2ccnc2)c([N+](=O)[O-])c1 | -18 | i
COc1ccc(-c2csc(NC(=O)c3cccc(N4C(=O)CCC4=O)c3)n2)cc1OC | -7 | ·
CC(=O)Nc1ccc(S(=O)(=O)N2CCC(C(=O)NCCC(=O)NCc3ccncc3)CC2)cc1 | -5 | i
Cc1ccc(N2C(=O)Cc3ccccc3C2=O)cc1 | -23 | i
C/C=C/Cn1c(Br)nc2c1c(=O)[nH]c(=O)n2C | -13 | i
OC1CCN(Cc2cn(Cc3ccccc3)nc2-c2cc3ccccc3o2)CC1 | -21 | i
O=C(CC1NCCNC1=O)Nc1ccc([N+](=O)[O-])cc1 (stereo unspecified) | 15 | i
CC(C)COC(=O)C1C2C=CC3(CN(C(C)c4ccc(Br)cc4)C(=O)C13)O2 (stereo unspecified) | -19 | i
CCOc1ccc(CCNC(=O)CN2C(=O)c3cccnc3Oc3ccc(Cl)cc32)cc1 | -27 | i
COc1cc2ccccc2cc1C(=O)O | -6 | i
COCCn1c(SCC(=O)c2[nH]c(C)c(C(C)=O)c2C)nc2ccccc2c1=O | -30 | i
SMILES | OX1R antag | CHT allo act
CCN(C(=O)c1ccc(C)c(Br)c1)c1ccccc1 | -11 | i
CC(C)N(N=Nc1ccc([N+](=O)[O-])cc1)C(C)C | -14 | i
COc1ccc(CCN(C(=O)COc2ccccc2)c2nc(-c3ccccc3)cs2)cc1OC | -15 | i
CCc1ccccc1NC(=S)N(CCN1CCOCC1)C1CCN(C(C)=O)CC1 | 1 | i
CCCCN(CC)Cc1c(C)[nH]c2c(ccc3ccccc32)c1=O | -14 | i
COc1cc(S(=O)(=O)N2CCN(c3ccccn3)CC2)ccc1Br | -42 | i
Cc1ccc(Nc2nnc(SC(C)C(=O)Nc3c(C)n(C)n(-c4ccccc4)c3=O)s2)cc1 (stereo unspecified) | -31 | i
CC(=O)Nc1ccccc1C(=O)C(=O)O | -11 | i
CC(C)Oc1ccc(NC(N)=O)cc1 | 6 | i
Cc1cc(C(F)F)n2nc(C(=O)Nc3sc4c(c3C(N)=O)CCC4)nc2n1 | -2 | i
CCOC(=O)C1C(=O)C=C(/C=C/c2ccc(N(C)C)cc2)CC1c1ccccc1 (stereo unspecified) | 40 | i
O=c1cc(-c2ccc3c(c2)OCO3)oc2ccccc12 | -10 | i
CC(C)CNS(=O)(=O)c1ccc(S(=O)(=O)N2CCC(N3CCCCC3)CC2)cc1 | -4 | i
CC(=O)c1cccc(NC(=S)NC(=O)c2ccccc2C)c1 | -30 | i
Cc1cc(C)cc(C(=O)NCC(=O)N2CCC3(CC2)NCCc2[nH]cnc23)c1 | 8 | i
COc1cc2c(c3oc(-c4ccccc4)cc(=O)c13)C=CC(C)(C)O2 | -27 | i
CCOC(=O)N1CCN(C(=O)CSc2nc(=O)n3cc(C)ccc3n2)CC1 | -17 | i
CS(=O)(=O)N(CC(=O)NCc1ccc2c(c1)OCO2)C1CCCCC1 | 0 | i
CN(C/C=C/c1ccccc1[N+](=O)[O-])Cc1ccccc1 | -16 | i
Cc1ccc(/C=N/n2c(-c3ccccn3)n[nH]c2=S)o1 | 6 | i
O=C(CNC(=S)N(CCCN1CCOCC1)Cc1cccs1)NCc1ccccc1Cl | -18 | i
OCCC1CN(Cc2cccn2-c2cccnc2)CCN1Cc1ccc(F)cc1 (stereo unspecified) | -16 | i
O=C(COc1ccc2oc(-c3ccccc3)cc(=O)c2c1)NCc1ccco1 | -20 | i
O=C(N/N=C/c1c(O)n(Cc2ccccc2)c(=O)c2ccccc12)c1cccnc1 | -14 | i
CN(Cc1ccon1)C(=O)CC1C(=O)NCCN1CC(C)(C)C (stereo unspecified) | 8 | i

4 compounds already listed, sorted by their value in OX1R antag, rising:
SMILES | OX1R antag
OCCC1CN(Cc2cccn2-c2cccnc2)CCN1Cc1ccc(F)cc1 (stereo unspecified) | -16
O=c1cc(-c2ccc3c(c2)OCO3)oc2ccccc12 | -10
CC(C)CNS(=O)(=O)c1ccc(S(=O)(=O)N2CCC(N3CCCCC3)CC2)cc1 | -4
CN(Cc1ccon1)C(=O)CC1C(=O)NCCN1CC(C)(C)C (stereo unspecified) | 8

The list goes on.
SMILES | OX1R antag | CHT allo act
CCOc1ccccc1-n1c(=S)sc2c(=O)n(-c3ccc(C)cc3)c(=S)[nH]c21 | -6 | i
COc1ccc(CN2CCN(Cc3ccc4ccccc4c3)CC2)cc1OC | -27 | i
Cc1cc(Oc2nc3c(C)cccn3c(=O)c2/C=C(\C#N)S(=O)(=O)c2ccc(Cl)cc2)ccc1Cl | 4 | i
CCC(=O)Nc1cccc(Br)c1 | 2 | i
Cc1ccc(OCCNC(=O)Cc2ccc(F)cc2)cc1 | -3 | i
CCCN1CCN(CC(=O)Nc2nnc(C)s2)CC1 | -2 | i
COCCCNc1c2c(nc3nnnn13)CCCC2 | -15 | i
CCn1c2ccccc2c2cc(Nc3cc(C)nc4ncnn34)ccc21 | -2 | i
CC1CCN(CC(O)COc2ccc(C(=O)c3ccccc3)cc2)CC1 (stereo unspecified) | -33 | i
COc1ccc(NC(=O)CC2C(=O)N(c3ccc(F)cc3)C(=S)N2NC(=O)c2ccc(Cl)cc2)cc1 (stereo unspecified) | -27 | i
CCOc1ccc(NC(=O)NC(C)c2ccc3c(c2)OCO3)cc1 (stereo unspecified) | -26 | i
COC(=O)C1=C(C)N(CCC2=CCCCC2)C(=O)C1 | -9 | i
CC1Cc2ccccc2N1C(=O)COC(=O)c1ccc(N(C)C)cc1 (stereo unspecified) | -7 | ·
COc1cc(-c2nnc(CSc3nnc(N)s3)o2)cc(OC)c1OC | -19 | i
CN1CCN(S(=O)(=O)c2ccc3c(c2)OCCO3)CC1 | 2 | i
CC1CN(C(c2cccs2)c2sc3ncnn3c2O)CC(C)O1 (stereo unspecified) | -7 | i
O=C(Nc1cccc2ccccc12)c1onc2c1CCCC2 | -15 | i
Oc1ccccc1-c1n[nH]c(=S)n1Cc1ccco1 | -3 | i
Cc1oc(CN2CCOCC2)cc1C(=O)O | -16 | i
CCOc1ccc(N2C(=O)CC(N3CCN(c4ccc(Cl)cc4)CC3)C2=O)cc1 (stereo unspecified) | -12 | i
CCc1ccc(OCC(=O)NN2Cc3ccccc3C2=N)cc1 | -6 | i
CCOC(=O)c1cc(-c2ccccc2)sc1NC(=O)C(C)OC(=O)c1cccnc1OCC (stereo unspecified) | -9 | i
Cc1onc(-c2c(F)cccc2Cl)c1C(=O)OCC(=O)Nc1c(C)n(C)n(-c2ccccc2)c1=O | -10 | i
Cn1c(CSCCOc2ccccc2)n[nH]c1=S | -9 | i
COc1cc(OC)c(S(=O)(=O)N2CCN(C(=O)c3ccco3)CC2)cc1NC(C)=O | -6 | i
SMILES | OX1R antag | CHT allo act
COc1ccccc1N1CCN(C(CNS(C)(=O)=O)c2cccnc2)CC1 (stereo unspecified) | -3 | i
COC(=O)c1cc(-c2ccccc2)nc2nc(SC)[nH]c(=O)c12 | -31 | i
Cn1c(NC(=O)c2ccc(F)cc2)nc2ccccc21 | · | i
C[C@@]12C(=O)N(CC3CC3)CC(=O)N1[C@H](C1CC1)[C@@H]1C(=O)N(c3ccccc3)C(=O)[C@@H]12 | -8 | i
S=C(Nc1ccc2snnc2c1)N1CCN(c2ccccn2)CC1 | -12 | i
CC(C)(C)N1CSC(=S)N(Cc2ccccc2)C1 | 0 | i
Cc1cnc(C(=O)OCC(=O)NCCCc2ccccc2)cn1 | -12 | i
COc1ccc(NC(=O)CSc2ccc3nnc(-c4ccccn4)n3n2)cc1OC | -22 | i
CCN(CC)CCNC(=S)Nc1ccc2nc(N3CCN(C)CC3)cc(C)c2c1 | -16 | i
CSc1ccc(NC(N)=S)cc1 | -15 | i
COc1ccc(S(=O)(=O)N(CC(=O)NCc2cccnc2)c2ccc(C)cc2)cc1OC | -29 | i
COc1ccccc1N1CCN(C(=O)c2ccoc2C)CC1 | -35 | i
CC(=O)CC(=O)Nc1ncc(C(F)(F)F)cc1Cl | -5 | i
CC(C)(C)c1cc[n+](-c2[nH]c(=O)sc2/C=N/N=C(\[O-])c2cccnc2)cc1 | -6 | i
COC(=O)Cc1cc(OC)c(OC)cc1S(=O)(=O)N(C)C | -19 | i
COCCn1c(-c2cc(OC)c(OC)c(OC)c2)nc2oc3cc(OC)ccc3c(=O)c2c1=O | -24 | i
Cc1ccc(C)n1-c1ccc(N(C)C)cc1 | -33 | i
COc1ccc(OC)c(N(CC(=O)Nc2cccnc2)S(C)(=O)=O)c1 | -6 | i
Cc1ccc(C(=O)NC(=S)N2CCCC2)cc1 | -5 | i
CCC(=O)Nc1ccc(NC(=S)NC(=O)Cc2ccccc2)cc1 | -2 | i
O=C(c1snnc1-c1ccccc1)N1CCOCC1 | -3 | i
CCOCCn1c(CN(C)Cc2ccccc2)nc2c1c(=O)n(C)c(=O)n2C | -31 | i
O=C(c1ccc2ccccc2n1)N1CCN(c2ccccc2Cl)CC1 | -14 | i
COc1ccc(/C(C)=N/N2CCOCC2)c(O)c1 | -8 | i
O=C(NCCCN1CCOCC1)c1cc2c(s1)-c1ccccc1OC2 | -29 | i
SMILES | OX1R antag | CHT allo act
O=C(C[C@@H]1C/C=C\C[C@@H](Cc2ccc(F)cc2)C(=O)OC[C@@H]2CCCN2C1=O)N[C@H](CO)Cc1ccccc1 | -28 | ·
COc1ccc(/C(C)=N/NC(=O)CNC(=O)/C=C\c2ccccc2)c(OC)c1 | -25 | i
O=C(NCC1CCCN1S(=O)(=O)c1cccs1)C(=O)Nc1ccccc1Cl (stereo unspecified) | 0 | i
COc1ccc(C(=O)Cn2nnc(-c3ccccc3NC(=O)C(F)(F)F)n2)cc1 | -22 | i
Cn1cc(S(=O)(=O)NC(c2ccccc2)c2ccccc2)c(=O)n(C)c1=O | -19 | i
NCCCn1c(C(=O)c2cc(Cl)c(N)c(Cl)c2)c2ccc([N+](=O)[O-])cc2[n+]1[O-] | 3 | i
COc1ccccc1NC(=S)N1CCN(C(=O)c2ccco2)CC1 | -8 | i
CCOC(=O)c1csc(NC(=O)c2ccccc2)n1 | -12 | i
N#Cc1ccccc1Sc1ccccc1C(=O)OCC(=O)NC1CCS(=O)(=O)C1 (stereo unspecified) | -15 | i
Cc1ccc(S(=O)(=O)N2CCN(C(=O)COC(=O)c3c(C)noc3C)CC2)c(C)c1 | -22 | i
CC(=O)c1ccc(OCC(=O)N2CCN(S(=O)(=O)c3ccc(C)cc3C)CC2)cc1 | -17 | i
COc1ccc(S(=O)(=O)NCc2ccncc2)cc1NC(=O)c1ccccc1C | -30 | i
O=C(COC(=O)c1ccc(Cl)cc1[N+](=O)[O-])NCc1ccco1 | 2 | ·
O=C(O)CSc1ncnc2sc3c(c12)CCCC3 | -11 | i
CCNC(=O)CN(c1ccc(OC)c(OC)c1)S(=O)(=O)c1ccccc1 | -15 | i
O=C(/C(=C/c1cccnc1)n1ccnc1)c1ccc(Cl)cc1Cl | 2 | i
COc1ccc(N(CC(=O)Nc2cccc(F)c2)S(=O)(=O)c2c(C)[nH]c(=O)[nH]c2=O)cc1 | -5 | i
COC(=O)c1ccc(N=Cc2c(-c3ccccc3)[nH][nH]c2=O)cc1 | 4 | i
Cc1nn(-c2ccccc2)c(Cl)c1C(=O)NCC(C)c1ccccc1 (stereo unspecified) | -16 | i
O=C(Nc1ccc(N2CCCC2)cc1)c1cccc(Cl)c1 | -24 | i
CCCCn1c(N2CCC(Cc3ccccc3)CC2)nc2c1c(=O)[nH]c(=O)n2C | 11 | i
CCc1ccc2c(CN3CCN(Cc4ccccc4)CC3)cc(=O)oc2c1 | -32 | i
COc1ccc(/C=C/C(=O)Nc2cccc(S(=O)(=O)NC3=NCCCCC3)c2)cc1 | -16 | i
COc1cc(/C=C/C(=O)OCC(=O)N2CCN(C(=O)c3ccco3)CC2)ccc1O | -11 | i
CCC(=O)Nc1ccc2oc(-c3ccccc3Br)nc2c1 | 23 | i

Random excerpt: 6 entries already listed.
SMILES | OX1R antag | CHT allo act
COc1cc(-c2nnc(CSc3nnc(N)s3)o2)cc(OC)c1OC | -19 | i
COc1ccc(OC)c(N(CC(=O)Nc2cccnc2)S(C)(=O)=O)c1 | -6 | i
COc1ccccc1NC(=S)N1CCN(C(=O)c2ccco2)CC1 | -8 | i
CCOC(=O)C1C(=O)C=C(/C=C/c2ccc(N(C)C)cc2)CC1c1ccccc1 (stereo unspecified) | 40 | i
CC(C)(C)N1CSC(=S)N(Cc2ccccc2)C1 | 0 | i
O=C(/C(=C/c1cccnc1)n1ccnc1)c1ccc(Cl)cc1Cl | 2 | i
